K1F lysis inhibition: inhibition of K1F phage lysis, E. coli UTI89, bacterial capsule biogenesis inhibitors, alamar blue (AID 488966); E. coli UTI89 K1F phage lysis, alamar blue, 2 h; higher % means a stronger effect; inhibition, % at 100 µM; hits with a dose series show IC50 in µM; 340,000 compounds, 0.02% hits;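 active = phage lysis inhibition, versus mean bacterial control, above a set limit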;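 also: capsule biogenesis inhibitors block K1F phage lysis so surviving cells raise fluorescence; higher fluorescence means more inhibition of phage lysis; actives were called in the ten point dose series up to 300 µM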
RSV antiviral HEp-2: RSV antiviral activity via CPE protection, HEp-2 cells, primary 10 µM value included (AID 2391); HEp-2 cells, RSV-induced CPE inhibition; higher % means a stronger effect; CPE inhibition, % at 10 µM; hits with a dose series show IC50 in µM; 310,000 compounds, 0.13% hits; in the data active = a potency from the dose series; also: strong numbers were not always called active
Dengue-2 NS5 capping: flavivirus cap methylation enzyme inhibition – biochemical, confirmation dose response, primary screen (AID 588689); 340,000 compounds, 0.3% hits; Dengue-2 NS5 methyltransferase capping enzyme assay, biochemical; higher % means a stronger effect; inhibition, % at 25 µM, or IC50 in µM where a hit was titrated; in the data active = a potency from the dose series
Starred values were filed as active, the others as inactive; nt = not tested or not shown. These rows are one share of the data. The share of hits here may be higher or lower than overall.

SMILES | K1F lysis inhibition | RSV antiviral HEp-2 | Dengue-2 NS5 capping
C=CC1CN2CCC1CC2C(O)c1ccnc2ccc(OC)cc12 (stereo not drawn) | 6.5% | nt | -8.0%
CC1(C)O[C@H]2CC(=O)OC[C@@]23C1CC(=O)[C@]1(C)C3CC[C@@]2(C)[C@H](c3ccoc3)OC(=O)[C@H]3O[C@]321 (stereo partly drawn) | -2.7% | 1.7% | -4.3%
COC(=O)C1=CO[C@@H](O[C@@H]2O[C@H](CO)[C@@H](O)[C@H](O)[C@H]2O)C2C1C[C@H](O)[C@@H]2C (stereo partly drawn) | 1.4% | 0.3% | -3.5%

Quoted at random: 2 compounds from above, in no set order.
SMILES | K1F lysis inhibition | RSV antiviral HEp-2 | Dengue-2 NS5 capping
COC(=O)C1=CO[C@@H](O[C@@H]2O[C@H](CO)[C@@H](O)[C@H](O)[C@H]2O)C2C1C[C@H](O)[C@@H]2C (stereo partly drawn) | 1.4% | 0.3% | -3.5%
CC1(C)O[C@H]2CC(=O)OC[C@@]23C1CC(=O)[C@]1(C)C3CC[C@@]2(C)[C@H](c3ccoc3)OC(=O)[C@H]3O[C@]321 (stereo partly drawn) | -2.7% | 1.7% | -4.3%

Compound activity as filed in PubChem.
